# From PubChem
# Apaf-1 inh: inhibitors of human Apaf-1 apoptosome. AID 489030. 330,000 tested, 0.71% active. inhibition, % at 20 µM. reconstituted apoptosome caspase-3 activity, DEVD-Rh110 fluorescence; active = inhibition of at least 40% at 20 µM;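 note: plate controls were DMSO wells for no effect and DEVD-CHO caspase inhibitor wells for full effect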
#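 Material: reconstituted apoptosome with Apaf-1, cytochrome c, caspase-9, procaspase-3, dATP / Buffer or medium: pH 7.5 Hepes buffer with CHAPS, BSA, DTT / Also added: cytochrome c with DEVD-Rh110 / Schedule: compound with Apaf-1, dATP, procaspase-3 30 min, then 50 min reaction, room temperature / Technique: rhodamine 110 fluorescence at Ex 480/Em 540 nm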
# HKDC1 inh: HKDC1 (human) hexokinase inhibition; Q2TB90; recombinant HKDC1, G6PDH/diaphorase resazurin coupled fluorescence; inhibition, % at 20 µM; 340,000 tested, 0.16% active; AID 493160;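 active = inhibition above about 35% when tested at 20 µM, limit read from the data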;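 note: plate controls were DMSO wells with enzyme for no effect and DMSO wells lacking enzyme for full effect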
#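 Test system: Recombinant HKDC1 (HK5) hexokinase enzyme, produced in-house | Input: HKDC1 at 5 µg/mL | Buffer or medium: Tris pH 8.0 buffer with MgCl2, Tween-20, BSA, BME | Schedule: 90 min reaction incubation at room temperature, dark | Technique: Resazurin-to-resorufin fluorescence via G6PDH and diaphorase coupling, 525/613 nm | Controls: DMSO wells with and without enzyme mix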
# SENP8 block: SENP8 protease inhibition; Q96LD8; purified SENP8, Z-RLRGG-aminoluciferin cleavage, luminescence; inhibition, % at 10 µM; 330,000 tested, 1.2% active
# Target sequence (Q96LD8 whole entry, looked up): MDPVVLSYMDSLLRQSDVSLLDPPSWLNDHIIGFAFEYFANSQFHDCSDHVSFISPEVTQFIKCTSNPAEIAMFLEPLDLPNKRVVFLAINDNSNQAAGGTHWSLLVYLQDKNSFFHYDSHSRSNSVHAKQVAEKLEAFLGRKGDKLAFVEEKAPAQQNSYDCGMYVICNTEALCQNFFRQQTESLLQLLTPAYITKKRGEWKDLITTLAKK
# 697 NFkB inh: lowers PMA/ionomycin-induced NF-kB signal in 697 B cells; 697 B-cell NF-kB luciferase reporter, 16 h; inhibition, % at 4 µM; 330,000 tested, 0.33% active; AID 435022; in the data active = inhibition above about 35%
# Jurkat NFkB inh: inhibitors of the PMA/ionomycin-induced NF-kB reporter in Jurkat cells; 330,000 tested, 0.53% active; inhibition, % at 4 µM; PMA/ionomycin-induced NF-kB luciferase reporter, luminescence; AID 435003
# SENP7 block: blocks the human protease SENP7; 330,000 tested, 1.5% active; inhibition, % at 5 µM; recombinant SENP7, Z-RLRGG-aminoluciferin luminescence, 40 min; Q9BQF6;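 active = inhibition above about 50% at the single test dose, limit read from the data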;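 note: plate controls were DMSO with enzyme for no effect and no enzyme buffer wells for full effect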
# Target sequence (Q9BQF6 706-1050 limits assumed): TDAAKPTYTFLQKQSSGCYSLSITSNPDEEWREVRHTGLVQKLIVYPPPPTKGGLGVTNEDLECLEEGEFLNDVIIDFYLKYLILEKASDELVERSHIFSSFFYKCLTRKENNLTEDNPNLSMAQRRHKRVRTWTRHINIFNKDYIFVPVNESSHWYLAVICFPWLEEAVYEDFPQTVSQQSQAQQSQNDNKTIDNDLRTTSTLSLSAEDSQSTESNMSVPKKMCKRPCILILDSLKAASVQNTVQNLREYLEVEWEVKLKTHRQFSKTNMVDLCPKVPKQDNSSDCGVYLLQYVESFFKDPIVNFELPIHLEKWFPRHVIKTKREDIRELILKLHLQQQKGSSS
# UBC13 polyUb: blocks human UBC13 polyubiquitin chain formation | P61088 | TR-FRET | inhibition, % at 20 µM | 330,000 tested, 0.47% active; in the data active = inhibition above about 45%, passing the limit was not always enough
# Target sequence (P61088 whole entry, looked up): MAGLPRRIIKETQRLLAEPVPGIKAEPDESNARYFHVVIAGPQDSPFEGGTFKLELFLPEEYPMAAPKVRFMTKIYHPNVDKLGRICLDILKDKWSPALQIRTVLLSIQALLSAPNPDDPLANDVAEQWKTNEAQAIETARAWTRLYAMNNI
# Gli-Sufu block: blocks Gli-Sufu signaling in a luciferase reporter; Sufu-KO-LIGHT fibroblasts, Gli luciferase reporter luminescence; inhibition, % at 5 µM; 340,000 tested, 0.74% active; AID 588413;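 active = inhibition above about 55%, limit read from the data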;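 note: 0% = DMSO-treated cells and 100% = wells with medium but no cells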
# The depositor's hits bear a star; i = inactive. Cut-off read from the data, not from the text of the source, unless noted: active = inhibition above about 50%; inactive = the rest.
# Codes – A = Apaf-1 inh; B = HKDC1 inh; C = SENP8 block; D = 697 NFkB inh; E = Jurkat NFkB inh; F = SENP7 block; G = UBC13 polyUb; H = Gli-Sufu block
COc1ccc(S(=O)(=O)N2CCC(C(=O)NC3(C)CCS(=O)(=O)C3)CC2)cc1OC (configuration not stated)
  A = 1	B = -5	C = -10	D = -11	E = -8	F = 4	G = -4	H = -8
O=C(CN1CC[n+]2c(-c3cccs3)csc21)c1ccc(-c2ccccc2)cc1
  A = 34	B = -20	C = -2	D = 31	E = -3	F = 3	G = 3	H = 0
CC(C)c1ccc(OCC(=O)N(Cc2ccccc2)c2ccccn2)cc1
  A = 13	B = 3	C = 4	D = -5	E = 5	F = 4	G = 0	H = 0
CNC(=O)COc1ccc(S(=O)(=O)N2CCCC2)cc1
  A = -11	B = 2	C = 0	D = 4	E = -7	F = -5	G = 2	H = 22
O=C(NCc1ccccn1)c1cc(-c2ccc(-c3ccccc3)cc2)nc2ccccc12
  A = 1	B = 17	C = 8	D = i	E = -53	F = -1	G = 22	H = -53
C/C(CS(=O)(=O)c1ccc(Cl)cc1)=N/NC(N)=S
  A = -2	B = 1	C = 9	D = 29	E = -1	F = 5	G = -3	H = 25
CN(CC1COc2ccccc2O1)C(=O)c1ccc(N(C)C)cc1 (configuration not stated)
  A = 1	B = 8	C = -7	D = 26	E = 1	F = 3	G = -7	H = -7
COC(=O)C1C(c2ccccc2)NC(=O)NC1(O)C(F)(F)Cl (configuration not stated)
  A = -10	B = -7	C = 3	D = 4	E = -8	F = 6	G = -1	H = 1
CCc1ccc(N(C(=O)CCC(=O)Nc2cc(C)on2)C(C(=O)NC2CCCC2)c2ccco2)cc1 (configuration not stated)
  A = 15	B = -3	C = -2	D = -7	E = -7	F = 9	G = -1	H = 3
CN1CCc2nc(NC(=O)c3cccc(OC(F)F)c3)sc2C1
  A = 11	B = -7	C = -7	D = -29	E = -36	F = -2	G = -4	H = 68*
O=C1NCCCc2nc(Oc3ccccc3)sc21
  A = -1	B = -9	C = -10	D = 13	E = -16	F = -2	G = -2	H = -5
Cc1ccc(S(=O)(=O)N2CCOCC2)cc1C(=O)Nc1cccc(C(=O)NC2CC2)c1
  A = 6	B = -5	C = -14	D = -8	E = -13	F = -5	G = 1	H = 3
COc1cccc2cc(C(=O)N(Cc3cccs3)CC3CCCO3)c(=O)oc12 (configuration not stated)
  A = 1	B = -6	C = -1	D = -3	E = 5	F = -5	G = 0	H = -1
O=C(NCC1CC1)c1onc(CSc2nc3ccccc3[nH]2)c1C(=O)NCC1CC1
  A = 3	B = 1	C = -1	D = 10	E = 1	F = 4	G = 0	H = 6
COc1ccc(C(=O)N2CCC(CCC(=O)Nc3cccc(C)c3)CC2)cc1
  A = -4	B = -3	C = -4	D = 2	E = 20	F = -1	G = -1	H = -1

# An excerpt from above in order of the UBC13 polyUb value, falling.
molecule	UBC13 polyUb
O=C(CN1CC[n+]2c(-c3cccs3)csc21)c1ccc(-c2ccccc2)cc1	3
CC(C)c1ccc(OCC(=O)N(Cc2ccccc2)c2ccccn2)cc1	0
COc1ccc(C(=O)N2CCC(CCC(=O)Nc3cccc(C)c3)CC2)cc1	-1
COc1ccc(S(=O)(=O)N2CCC(C(=O)NC3(C)CCS(=O)(=O)C3)CC2)cc1OC (configuration not stated)	-4

# Further records.
# Codes – A = Apaf-1 inh; B = HKDC1 inh; C = SENP8 block; D = 697 NFkB inh; E = Jurkat NFkB inh; F = SENP7 block; G = UBC13 polyUb; H = Gli-Sufu block
CCC(=O)C1CCCN(C(=O)c2cccc(OC3CCN(S(C)(=O)=O)CC3)c2)C1 (configuration not stated)
  A = -13	B = -7	C = 1	D = 1	E = 17	F = -5	G = 0	H = -26
COc1ccc(OC)c(C2C(C#N)=C(N)Oc3c2c(C)nn3-c2ccc(C)cc2)c1 (configuration not stated)
  A = 12	B = -4	C = -2	D = -9	E = -1	F = -2	G = -14	H = -8
N#CC(C(=O)OC1CCCCC1)c1nc2ccccc2nc1N1CCOCC1 (configuration not stated)
  A = 29	B = 1	C = 2	D = -2	E = 11	F = -1	G = 9	H = 19
COc1ccccc1N1CCN(c2ncc(C(=O)N3CCN(c4cccc(Cl)c4)CC3)c3ccccc23)CC1
  A = 7	B = -7	C = 1	D = -23	E = 29	F = 2	G = 41	H = 61*
CC(C)c1onc(C(=O)NC2CCCC2)c1[N+](=O)[O-]
  A = 2	B = -9	C = -7	D = -4	E = 10	F = -1	G = -9	H = -1
CCN(CCC#N)c1ccc(N2C(=O)CCCC2=O)cc1[N+](=O)[O-]
  A = -8	B = -4	C = 10	D = -9	E = -9	F = 1	G = -2	H = 1
CCCOc1ccc(C(=O)C(CN2CCOCC2)c2ccccc2)cc1 (configuration not stated)
  A = 14	B = -3	C = -7	D = -8	E = 8	F = -7	G = -3	H = 0
CCOC(=O)c1cc(S(=O)(=O)N2CCN(Cc3ccccc3)CC2)cn1C
  A = 6	B = -2	C = -2	D = 9	E = 9	F = -8	G = 9	H = 8
CC1Nc2ncnc(N3CCN(c4ccccc4)CC3)c2N(Cc2ccccc2)C1=O (configuration not stated)
  A = 16	B = 1	C = -18	D = 10	E = -18	F = 12	G = -1	H = -2
CCc1ccccc1N(CC(=O)N1CCN(c2ccc(F)cc2)CC1)S(C)(=O)=O
  A = -2	B = -8	C = -5	D = 5	E = 14	F = 5	G = 0	H = -5
COc1ccc(CC(=O)NNC(=O)COc2ccc(Cl)cc2C)cc1S(=O)(=O)N1CCOCC1
  A = 7	B = 2	C = -7	D = 18	E = 0	F = 2	G = 4	H = 0
Cc1sc(-c2ccncc2)nc1OC(=O)c1ccccc1
  A = -11	B = -2	C = 0	D = -1	E = -4	F = 3	G = 2	H = -4
CCNC(=O)NC(=O)CN(C)c1ccccc1
  A = -4	B = -4	C = -14	D = -11	E = -3	F = -7	G = -19	H = 1
Cc1cccc([C@@H]2[C@@H]3C(=O)N(Cc4ccccc4)C(=O)[C@@H]3[C@]3(Cc4ccc(Cl)cc4)C(=O)N(c4cccc(Cl)c4)C(=O)N23)c1
  A = -7	B = 8	C = -5	D = -4	E = 8	F = 1	G = -18	H = 7
COc1ccc(C2CC(=O)CC(=O)C2n2cncn2)cc1 (configuration not stated)
  A = -1	B = 3	C = -15	D = 28	E = 7	F = 1	G = -8	H = -4

# Single records, as listed above. Order of values: Apaf-1 inh | HKDC1 inh | SENP8 block | 697 NFkB inh | Jurkat NFkB inh | SENP7 block | UBC13 polyUb | Gli-Sufu block
# CCOC(=O)c1cc(S(=O)(=O)N2CCN(Cc3ccccc3)CC2)cn1C as listed: 6 | -2 | -2 | 9 | 9 | -8 | 9 | 8
# CCc1ccccc1N(CC(=O)N1CCN(c2ccc(F)cc2)CC1)S(C)(=O)=O as listed: -2 | -8 | -5 | 5 | 14 | 5 | 0 | -5

# Next section.
canonical_smiles | Apaf-1 inh | HKDC1 inh | SENP8 block | 697 NFkB inh | Jurkat NFkB inh | SENP7 block | UBC13 polyUb | Gli-Sufu block
O=C1CCCN1c1ccc(S(=O)(=O)N2CCC(c3ccccc3)CC2)cc1 | -12 | -11 | -5 | -9 | 46 | 2 | -1 | 26
Cc1ccccc1C(=O)N1CCN(c2ccc(NC(=O)c3cccc(OC(C)C)c3)cc2)CC1 | 17 | -1 | 5 | -61 | 19 | -1 | -3 | 24
CCCc1cc(Nc2ccccc2C)n2ncnc2n1 | 5 | 3 | -1 | 19 | -6 | 5 | 2 | -5
O=C(NNC(=O)C12CC3CC(CC(O)(C3)C1)C2)c1ccccc1O | 0 | -11 | -1 | -3 | -7 | -7 | 10 | -12
Cc1ccc(CNC(=O)c2ccc(S(=O)(=O)N(C)C)cc2)n1C | 3 | -2 | 2 | 1 | -9 | -4 | 4 | -10
O=C(COc1cccc2ccccc12)N/N=C/c1ccncc1 | 1 | 7 | 0 | 17 | 13 | -4 | 7 | 18
CC(C)(C)OC(=O)N1CCC(CC2CC(c3ccccc3)=NO2)(C(=O)NCc2ccccc2)CC1 (configuration not stated) | 16 | -6 | 1 | -10 | 8 | 4 | 2 | 10
COc1ccc(-c2c(C)nc(N)nc2-c2ccc(OCc3ccc(C)cc3)cc2O)cc1OC | 4 | -4 | 0 | 19 | 2 | 2 | 5 | 3
O=C(Nc1nc(-c2cccs2)cs1)c1ccc(S(=O)(=O)N2CCCC2)cc1 | 2 | 0 | -7 | -31 | 1 | -4 | -9 | 14
C=CCOC(=O)CCC(=O)Nc1cccc2ccccc12 | -10 | -8 | -7 | 17 | 7 | 2 | -2 | 0
COc1ccc(OCC(O)CNCCOc2ccccc2OC)c(C(C)(C)C)c1 (configuration not stated) | 7 | 2 | 4 | 3 | 2 | -1 | 21 | 1
COc1cc(S(=O)(=O)NCc2ccc3c(c2)OCO3)ccc1F | 1 | 0 | 9 | 12 | 14 | 6 | -4 | 1
Cc1cccc(NC(=O)CN2C(=O)NC3(CCCCCCC3)C2=O)c1C | 4 | -5 | -10 | 5 | -4 | -2 | -8 | 9
CC(=O)Nc1sc(C)c(C)c1C(=O)OCC(=O)Nc1ccccc1 | -6 | -4 | 5 | -27 | -31 | 14 | -6 | -10
COc1cc(NC(=O)Cc2ccccc2OC)cc(OC)c1 | 3 | -1 | -1 | 16 | -6 | 7 | 4 | 0
O=C(CCCOc1ccccc1)NN1C(=O)NC2(CCCCC2)C1=O | -3 | -6 | 12 | 0 | 9 | -4 | -2 | -4
CC(=O)c1cccc(N(C(=O)CNC(=O)c2ccco2)C(C(=O)NCc2ccco2)c2ccccc2)c1 (configuration not stated) | 11 | -11 | -11 | 13 | 10 | -8 | -5 | -8
COC(=O)c1ccccc1Oc1cnc2ccccc2n1 | 5 | 11 | 8 | -15 | -14 | 4 | 3 | 0

# Reprinted at random: four entries already listed.
canonical_smiles | Apaf-1 inh | HKDC1 inh | SENP8 block | 697 NFkB inh | Jurkat NFkB inh | SENP7 block | UBC13 polyUb | Gli-Sufu block
O=C(Nc1nc(-c2cccs2)cs1)c1ccc(S(=O)(=O)N2CCCC2)cc1 | 2 | 0 | -7 | -31 | 1 | -4 | -9 | 14
O=C(CCCOc1ccccc1)NN1C(=O)NC2(CCCCC2)C1=O | -3 | -6 | 12 | 0 | 9 | -4 | -2 | -4
COc1cc(NC(=O)Cc2ccccc2OC)cc(OC)c1 | 3 | -1 | -1 | 16 | -6 | 7 | 4 | 0
CC(=O)c1cccc(N(C(=O)CNC(=O)c2ccco2)C(C(=O)NCc2ccco2)c2ccccc2)c1 (configuration not stated) | 11 | -11 | -11 | 13 | 10 | -8 | -5 | -8
